Compound activity from PubChem.
OPRM1-OPRD1 inv = inverse agonists of MOR-DOR heterodimerization, primary screen, cell-based, luminescence | cell-based MOR-DOR heterodimer luminescence, inverse agonism | hit rate 0.21% among 340,000 | Mu-type opioid receptor (Homo sapiens) + Delta-type opioid receptor (Homo sapiens), … | inhibition, % at 9.3 µM; in the data active = inhibition above about 22%, passing the limit was not always enough;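 also: 0% = cells with DMSO and 100% = wells without cells with DMSO; values of inactives mirror those of a sister screen read the other way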
Ecoli viability = E. coli V3065 growth inhibition, primary screen, counter-screen for AddAB inhibitor project, absorbance, OD600 | 18 h | inhibition, % at 11.9 µM | hit rate 0.27% among 330,000;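 active = inhibition above the campaign's mean inhibition across all tested compounds plus 3 SD, cut at about 9.9% in these data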;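 also: uninfected addAB+ strain grown without phage in ampicillin broth; 0% = DMSO wells and 100% = ciprofloxacin 0.95 µg/ml wells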
Arr AP2 block = inhibitors of beta-arrestin/AP2 binding, primary screen, biochemical, GPCR trafficking, flow cytometry; beta-arrestin 1 C-terminal peptide binding to AP2 beta2-adaptin appendage (human); FITC-arrestin peptide / GST-AP2 beads; AP2 beta2 appendage carries R879A mutation; inhibition, % at 10 µM; hit rate 0.31% among 340,000;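 active = inhibition above a set limit, near 3 SD of compounds lacking own fluorescence, cut at about 54% in these data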;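 also: plate controls were DMSO wells for no effect and 5 µM unlabelled arrestin peptide for full effect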
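Test system: GST-tagged AP2 beta2-adaptin appendage (R879A) on 4 µm glutathione beads; also added: fluorescein-tagged arrestin peptide at 50 nM final; timing: 12 min plus 1 h, RT; signal: flow cytometry, FL1 (488/535 nm); read-out: percent drop in bead-associated FITC signal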
PfHsp90 yeast 2 = growth inhibition of PfHsp90-expressing yeast, primary screen, antimalarial PfHsp90 inhibitor project, S. cerevisiae, BacTiter-Glo luminescence, single point, set 2; inhibition, % at 9.4 µM; BacTiter-Glo ATP, 48 h; yeast lacking PDR1 and PDR3 efflux regulators; hit rate 0.32% among 310,000;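 active = every replicate shows inhibition above about 80%, whatever the replicate mean, limit read from the data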;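 also: 0% = DMSO neutral controls and 100% = 20 µM radicicol positive controls; yeast relying on Plasmodium falciparum Hsp90 in place of its own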
Tat export inh = E. coli Tat export inhibitors, primary screen, MC4100, TorA-mCherry reporter, fluorescence, single point; inhibition, % at 10 µM; hit rate 0.036% among 340,000;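 active = mean replicate inhibition at least 50% and at least half of replicates individually reaching 50%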;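 also: exported cargo escapes ClpAP degradation while cytoplasmic cargo is degraded and loses fluorescence; 0% = median of neutral control wells and 100% = median of NaSCN control wells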
phage Ecoli inh = growth loss of phage-infected E. coli, primary screen, RecBCD inhibitor project, absorbance, with phage, HTS. inhibition, % at 11.9 µM. hit rate 0.26% among 360,000; in the data active = inhibition above about 11%
PKA-R1A act = activators of PKA-R1A holoenzyme, primary screen, biochemical, fluorescence polarization, Cy5-IP20, bovine R1A, mouse PKAc; AID 504707, 2011; hit rate 0.083% among 340,000; activation, % at 11.4 µM; PKA-R1A dissociation; scaled: DMSO 0%, 113 µM cGMP 100%;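 active = percent activation above the mean of all tested compounds plus 3 SD, cut at about 19% in these data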;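 also: higher means more PKAc released from R1A so a rise in polarization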
AddAB inh = growth inhibition of E. coli expressing H. pylori AddAB, primary screen, AddAB inhibitor project, absorbance | inhibition, % at 11.9 µM | hit rate 0.29% among 330,000 | AID 435030, 2010; in the data active = inhibition above about 12%;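 also: 0% = vehicle wells of infected cells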
MOR-DOR ag = agonists of OPRM1-OPRD1 heterodimerization, primary screen, cell-based, luminescence. Mu-type opioid receptor (Homo sapiens) + Delta-type opioid receptor (Homo sapiens), …. cells. activation, % at 9.3 µM. hit rate 0.3% among 340,000. AID 504326, 2011; in the data active = activation above about 18%;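 also: 0% = vehicle-treated cells and 100% = reference agonist; values of inactives mirror those of a sister screen read the other way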
SUMO Mot1 rescue = yeast Mot1-301 growth rescue at high temperature, primary screen, SUMOylation pathway inhibitor project, S. cerevisiae, ATP luminescence, 38.5C. hit rate 1% among 320,000. S. cerevisiae Mot1-301 growth rescue; percent above DMSO median, 100 means doubled. growth rescue, % at 18.8 µM;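 active = every valid replicate shows activation above 250% relative to neutral control wells; inactive = the rest, any valid replicate at or below 250%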;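 also: OY570 slx delta 5 strain wells were the positive control but not used for scaling; some compounds called inactive have numbers as strong as hits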
Pemphigus Ab inh = inhibitors of pemphigus antibody binding to DSG3, primary screen, biochemical, bead-based, flow cytometry, scFv-GFP | Desmoglein-3 (Homo sapiens), P32926 | DSG3-coupled beads, scFv-anti-DSG3-GFP binding; active compounds read low | binding (percent of control), % at 10 µM | hit rate 0.48% among 310,000 | AID 588358, 2011;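 active = binding more than 3 SD below its plate's average and above zero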;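 also: hits lower antibody fragment binding to DSG3; some compounds called inactive have numbers as strong as hits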
Target sequence (P32926 whole entry, looked up, the tested form may be a part): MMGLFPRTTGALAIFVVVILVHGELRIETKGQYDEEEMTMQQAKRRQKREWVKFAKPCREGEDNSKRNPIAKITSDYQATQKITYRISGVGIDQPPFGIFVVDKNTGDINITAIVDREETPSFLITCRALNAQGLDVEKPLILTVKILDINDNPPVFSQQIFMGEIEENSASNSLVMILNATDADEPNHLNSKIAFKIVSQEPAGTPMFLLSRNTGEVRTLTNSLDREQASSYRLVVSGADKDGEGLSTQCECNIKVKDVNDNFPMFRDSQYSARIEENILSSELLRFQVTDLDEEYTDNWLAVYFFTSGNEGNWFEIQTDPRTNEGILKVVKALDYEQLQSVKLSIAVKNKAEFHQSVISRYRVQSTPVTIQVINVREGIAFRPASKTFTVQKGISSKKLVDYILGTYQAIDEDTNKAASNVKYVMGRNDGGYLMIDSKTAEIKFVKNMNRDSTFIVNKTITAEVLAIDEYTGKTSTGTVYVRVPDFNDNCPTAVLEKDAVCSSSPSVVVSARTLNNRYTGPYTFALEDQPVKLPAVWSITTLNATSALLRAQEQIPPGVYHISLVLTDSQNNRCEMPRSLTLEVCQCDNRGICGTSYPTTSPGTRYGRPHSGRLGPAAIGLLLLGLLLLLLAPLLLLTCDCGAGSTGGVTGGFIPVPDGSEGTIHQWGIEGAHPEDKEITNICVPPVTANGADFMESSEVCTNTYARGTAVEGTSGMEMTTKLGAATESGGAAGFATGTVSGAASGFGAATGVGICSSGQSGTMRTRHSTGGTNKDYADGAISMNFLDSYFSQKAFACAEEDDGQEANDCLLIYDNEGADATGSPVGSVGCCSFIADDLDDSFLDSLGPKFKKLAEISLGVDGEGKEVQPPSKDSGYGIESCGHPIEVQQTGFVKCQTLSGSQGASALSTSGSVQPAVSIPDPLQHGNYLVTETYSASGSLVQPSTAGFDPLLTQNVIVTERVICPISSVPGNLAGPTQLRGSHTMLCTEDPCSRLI
Active calls of the source: *; . = not tested or not shown.

SMILES | OPRM1-OPRD1 inv | Ecoli viability | Arr AP2 block | PfHsp90 yeast 2 | Tat export inh | phage Ecoli inh | PKA-R1A act | AddAB inh | MOR-DOR ag | SUMO Mot1 rescue | Pemphigus Ab inh
Cc1ccc(NC(=S)NCc2cccnc2)cc1 | -7 | 4.3 | 23 | 18 | -4 | 5.3 | -10 | 3.8 | 1.2 | 7 | 103
CN(CCCCOc1ccc(F)cc1)Cc1ccccc1 | 4 | 0.3 | 35 | 1 | -12 | 5.1 | 12 | 2.2 | -0.7 | 15 | 114
Cc1cccc(C(=O)Nc2cccc(C(=O)N/N=C/c3ccncc3)c2)c1 | -1 | 0.6 | -5 | 3 | -9 | 4.0 | -2 | 1.1 | 0.1 | -6 | 80
Cn1c(CCN2CCN(c3ccccn3)CC2)nc2cc(NS(=O)(=O)c3ccccc3)ccc21 | 12 | 0.2 | -2 | -2 | 3 | 1.3 | -4 | 1.7 | -2.3 | -6 | 97
CCOC(=O)c1c([N+](=O)[O-])c(C)[nH]c(=O)c1C#N | 20 | -1.5 | 30 | -2 | -2 | 0.7 | -3 | 0.9 | -4.3 | -8 | 105
CCCNC(=O)COCc1cc(-c2ccc3c(c2)OCO3)on1 | 13 | 0.8 | 42 | . | -6 | 1.4 | 5 | 0.2 | -2.8 | -10 | 93
O=C(N[C@@H](Cc1ccccc1)C(=O)OCc1ccccc1)c1nc[nH]c1C(=O)NCc1ccccc1 | -39 | 3.9 | 9 | -6 | -1 | 0.6 | 1 | 1.7 | 7.0 | -11 | 105
N#CC(OC(=O)c1ccccc1)c1ccccc1 (centres undefined) | -9 | . | -3 | -53 | -4 | 5.5 | 5 | . | 1.8 | . | 106
O=[N+]([O-])c1cc(S(=O)(=O)N2CCCCC2)ccc1NCCN1CCOCC1 | 9 | 1.1 | 24 | -3 | -4 | 0.4 | -3 | 0.7 | -1.6 | 16 | 103
CS(=O)(=O)c1ccc(Cl)c(NC(=O)CN2C(=O)C3CCCCC3C2=O)c1 (centres undefined) | 1 | 0.0 | 20 | . | 0 | 2.9 | -2 | -1.5 | -0.2 | 19 | 96

Complete entries, quoted from the list. Values in the order: OPRM1-OPRD1 inv	Ecoli viability	Arr AP2 block	PfHsp90 yeast 2	Tat export inh	phage Ecoli inh	PKA-R1A act	AddAB inh	MOR-DOR ag	SUMO Mot1 rescue	Pemphigus Ab inh
CCOC(=O)c1c([N+](=O)[O-])c(C)[nH]c(=O)c1C#N is entered as 20	-1.5	30	-2	-2	0.7	-3	0.9	-4.3	-8	105
O=C(N[C@@H](Cc1ccccc1)C(=O)OCc1ccccc1)c1nc[nH]c1C(=O)NCc1ccccc1 is entered as -39	3.9	9	-6	-1	0.6	1	1.7	7.0	-11	105

Next section:
SMILES | OPRM1-OPRD1 inv | Ecoli viability | Arr AP2 block | PfHsp90 yeast 2 | Tat export inh | phage Ecoli inh | PKA-R1A act | AddAB inh | MOR-DOR ag | SUMO Mot1 rescue | Pemphigus Ab inh
CCOC(=O)c1cc(NC(=O)N2CCCc3ccccc32)c(C)nc1C | 9 | -0.2 | 5 | 7 | -5 | 3.8 | -5 | 1.9 | -1.7 | . | 115
CCOC(=O)CNC(=O)/C(=C\c1ccc(F)cc1)NC(=O)c1ccccc1 | 8 | -1.4 | 9 | 4 | 1 | 3.0 | 2 | 1.1 | -1.7 | 312 | 90
Cc1cc(C)c2c(=O)cc(C(F)(F)F)oc2n1 | 3 | 1.9 | -7 | -20 | -2 | 2.0 | -7 | -1.3 | -0.7 | 2 | 91
O=C(NC1CC2CCCC(C1)N2C(=O)Nc1cccc(F)c1)C1CC1 (centres undefined) | -2 | 0.9 | 22 | 12 | -3 | 2.4 | -3 | 1.0 | 0.3 | 1 | 102
CCC1(C)Cc2c(C#N)c(N)n(N)c(=S)c2CO1 (centres undefined) | 13 | 0.4 | 20 | 0 | -5 | 1.1 | -7 | 1.4 | -2.2 | -4 | 101
COCCNC(=O)CCC1CCN(Cc2ccc(-c3ccccc3)cc2)CC1 | -2 | -0.2 | 35 | 4 | 3 | 0.2 | 0 | 0.8 | 0.5 | 1 | 116
C/C(=N\Nc1nc(C)c(C)s1)c1ccc([N+](=O)[O-])cc1 | -45 | 1.9 | 1 | 24 | 1 | 1.1 | -5 | 3.2 | 9.8 | 24 | 103
S=C(NCc1ccncc1)Nc1cccc(Cl)c1 | 0 | -0.2 | 45 | 8 | -15 | 2.4 | 10 | 4.2 | 0.0 | 5 | 115
Cc1ccsc1C(=O)OCC(=O)N1C(C)CCCC1C (centres undefined) | -25 | -1.3 | -7 | -2 | -9 | 0.9 | 14 | -0.3 | 6.3 | 14 | 105
COc1ccccc1/C=C/C(=O)OCC(=O)Nc1ccc2c(c1)OCO2 | -3 | 0.6 | -5 | -4 | -7 | 2.1 | -2 | -1.0 | 0.8 | -5 | 105
COCCCN(C(=O)c1ccc2ccccc2n1)c1c(N)n(Cc2ccccc2)c(=O)[nH]c1=O | 17 | 0.0 | 2 | . | -4 | 0.9 | -8 | 1.2 | -3.9 | -1 | 99
CC(C)(C)OC(=O)N1Cc2ccccc2C[C@H]1C(=O)NCC(=O)NC1CCCC1 | 23 | -0.1 | 22 | 11 | 4 | 2.5 | 5 | 3.4 | -4.6 | -35 | 98
CCCCOc1cccc(C2/C(=C(/O)c3ccc4c(c3)CC(C)O4)C(=O)C(=O)N2CCN2CCOCC2)c1 (centres undefined) | 11 | -1.2 | 45 | 9 | -4 | 3.6 | -1 | 1.4 | -2.1 | -12 | 106
O=C(NC1CCCCC1)c1ccc2snnc2c1 | 8 | -0.1 | 5 | -46 | -8 | 0.6 | 2 | 2.5 | -1.4 | 529* | 100
O=C(NCc1cccs1)C1CCN(S(=O)(=O)c2cccc([N+](=O)[O-])c2)CC1 | -20 | 0.1 | -3 | 15 | -3 | 1.0 | 3 | 4.1 | 2.6 | -6 | .
CC(=O)Nc1ccc(OCC(=O)N(CC(C)C)C2CCS(=O)(=O)C2)cc1 (centres undefined) | 11 | 2.9 | 39 | -22 | 2 | 0.4 | -10 | 1.3 | -2.1 | -4 | 102
CCc1cccc(NC(=O)c2ccc(NS(=O)(=O)c3c(C)noc3C)cc2)c1 | 9 | 0.1 | 19 | 3 | 9 | 1.6 | 7 | -2.7 | -1.5 | 54 | 90
CCN(C(=O)c1cc2c(=O)[nH]c3ccc(C)cc3c2s1)c1cccc(C)c1 | -47 | -0.3 | -15 | -16 | -6 | 1.7 | -12 | 0.3 | 8.6 | -20 | 100
C=CCNC(=O)CCCCCNS(=O)(=O)c1ccc(OC)cc1 | 19 | -0.1 | 6 | 6 | -11 | 1.4 | 0 | 1.4 | -3.5 | -12 | 98
CCOc1ccc(Oc2ccccc2NS(=O)(=O)c2ccc(CCC(=O)O)cc2)cc1 | 3 | -0.2 | -4 | -37 | 7 | 0.3 | -7 | 3.7 | -0.8 | -13 | 101
COc1ccccc1N(CC(=O)N/N=C/c1ccc(OCC(=O)NCc2ccco2)cc1)S(=O)(=O)c1ccc(C)cc1 | -7 | -2.2 | -5 | -6 | -5 | . | 15 | 1.2 | 1.8 | 0 | 112
CC(C)c1nc2cc(C(=O)N3CCN(c4cnccn4)CC3)ccc2o1 | 20 | -0.3 | -3 | 15 | 3 | 1.3 | -2 | 0.2 | -3.8 | -4 | 99
CC(C)c1ccc(C2c3[nH]c4ccccc4c3C[C@H]3C(=O)N(c4ccccc4C(=O)N4CCC[C@@H]4C(=O)O)C(=O)N23)cc1 (some centres undefined) | 16 | -3.5 | 5 | -22 | 4 | 2.2 | -3 | 1.2 | -3.2 | 3 | 115
Cc1ccc(NC(=O)N2CCCN(C(=O)OC(C)(C)C)CC2)cc1Cl | 17 | -2.2 | 22 | 22 | -4 | -0.9 | -3 | -1.5 | -3.8 | -14 | 104
CCOC(=O)N1CCN(S(=O)(=O)c2ccc(OCC(=O)OC)c(Cl)c2)CC1 | 1 | -3.5 | 8 | 10 | -6 | 1.6 | -13 | 4.2 | -0.3 | 287* | 103
CCN(CC(=O)Nc1ccccc1C(F)(F)F)C(=O)C1=COCCO1 | -5 | -0.6 | 25 | -2 | -10 | 0.8 | -8 | 1.7 | 0.9 | 3 | 102
CCCc1c(C)[nH]c2ccccc2c1=O | -12 | 3.2 | -5 | -19 | 2 | 4.2 | -6 | 1.3 | 2.0 | -2 | 111
Cn1c(SCC(=O)NCc2ccccc2)ncc(C(=O)Nc2ccccc2)c1=O | 4 | -0.2 | 31 | 7 | 7 | -0.4 | 2 | 0.7 | -0.6 | -13 | 103
COc1ccc(CN(C(=O)/C=C/C(=O)c2ccc(OC)cc2O)C(C(=O)NC2CCCCC2)c2ccncc2)cc1 (centres undefined) | 3 | -1.6 | 11 | -9 | 6 | -0.4 | -3 | -0.3 | -0.6 | 14 | 119
Cc1cc(C)n(C(=O)CN2C(=O)CCC2=O)n1 | 15 | -0.6 | -8 | 22 | -9 | 2.2 | 0 | 5.3 | -3.4 | -7 | 110
O=C(Oc1cccc(Nc2ncnc3ccccc23)c1)c1cccnc1 | -8 | 1.9 | 9 | -10 | 0 | 3.0 | 5 | 4.7 | 1.5 | 326 | 108
COc1ccccc1CCN=C(N)NS(=O)(=O)c1cc(F)ccc1F | 5 | 0.8 | 15 | -19 | -7 | 2.0 | 4 | 1.9 | -1.4 | 2 | 108
COc1ccc(CN2CCN(CCc3ccccc3)C(CCO)C2)c(O)c1 (centres undefined) | -11 | 5.4 | -4 | 18 | 11 | 4.6 | -16 | 4.2 | 2.1 | 19 | 110

An excerpt of these results, with tabs:
compound	OPRM1-OPRD1 inv	Ecoli viability	Arr AP2 block	PfHsp90 yeast 2	Tat export inh	phage Ecoli inh	PKA-R1A act	AddAB inh	MOR-DOR ag	SUMO Mot1 rescue	Pemphigus Ab inh
CCCc1c(C)[nH]c2ccccc2c1=O	-12	3.2	-5	-19	2	4.2	-6	1.3	2.0	-2	111
Cn1c(SCC(=O)NCc2ccccc2)ncc(C(=O)Nc2ccccc2)c1=O	4	-0.2	31	7	7	-0.4	2	0.7	-0.6	-13	103
